Screening data deposited in PubChem BioAssay by The Scripps Research Institute Molecular Screening Center.
FBW7 act: activators of human E3 ligase FBW7; AlphaScreen FBW7–phospho-cyclin E peptide binding, activator screen; actives 0.13% (n = 650,000); normalized activity (activation), % at 26.1 µM; AID 1259310; Q969H0; in the data active = normalized activity above about 1.9%;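 also: purified mutant Fbw7 with reduced substrate affinity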
MITF inh: blocks human microphthalmia-associated transcription factor; actives 0.91% (n = 650,000); inhibition, % at 2.6 µM; O75030; AlphaScreen MITF homodimerization, bead proximity signal; in the data active = inhibition above about 50%;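 also: 0% = vehicle wells with protein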
Target sequence (O75030 whole entry, looked up): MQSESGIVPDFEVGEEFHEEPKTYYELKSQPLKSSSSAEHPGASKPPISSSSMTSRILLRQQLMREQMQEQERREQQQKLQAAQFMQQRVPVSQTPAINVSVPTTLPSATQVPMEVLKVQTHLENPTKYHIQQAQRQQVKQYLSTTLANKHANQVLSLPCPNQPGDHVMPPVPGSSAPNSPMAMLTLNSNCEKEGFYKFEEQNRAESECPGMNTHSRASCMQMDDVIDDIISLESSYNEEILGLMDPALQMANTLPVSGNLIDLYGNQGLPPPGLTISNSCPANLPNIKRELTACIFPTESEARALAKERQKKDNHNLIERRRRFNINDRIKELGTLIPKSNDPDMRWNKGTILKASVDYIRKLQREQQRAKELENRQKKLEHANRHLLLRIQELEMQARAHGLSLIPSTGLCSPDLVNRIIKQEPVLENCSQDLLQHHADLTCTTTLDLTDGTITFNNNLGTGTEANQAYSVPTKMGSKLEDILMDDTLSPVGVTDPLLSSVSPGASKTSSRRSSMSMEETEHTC
GPR151 activ: human GPR151 activation | Q8TDV0 | PathHunter beta-arrestin GPR151 cells, luminescence | activation, % at 11.2 µM | actives 1% (n = 650,000); in the data active = activation above about 4.9%;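 also: 0% = median of compound wells and 100% = cells with positive control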
Target sequence (Q8TDV0 whole entry, looked up): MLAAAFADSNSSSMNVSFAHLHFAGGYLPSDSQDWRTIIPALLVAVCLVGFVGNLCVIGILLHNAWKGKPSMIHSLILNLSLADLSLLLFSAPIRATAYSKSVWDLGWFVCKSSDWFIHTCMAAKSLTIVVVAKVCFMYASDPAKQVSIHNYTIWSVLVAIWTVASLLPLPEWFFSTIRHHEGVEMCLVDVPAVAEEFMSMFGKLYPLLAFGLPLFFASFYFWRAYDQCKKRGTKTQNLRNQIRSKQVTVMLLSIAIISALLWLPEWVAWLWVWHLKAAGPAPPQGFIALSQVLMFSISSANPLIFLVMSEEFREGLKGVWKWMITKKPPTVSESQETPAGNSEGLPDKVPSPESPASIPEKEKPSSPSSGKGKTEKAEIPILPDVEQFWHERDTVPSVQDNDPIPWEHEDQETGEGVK
TEAD-YAP inh: TEAD-YAP interaction inhibition; HEK-TIYL cells, TEAD-Gal4/YAP UAS-luciferase luminescence; inhibition, % at 9.12 µM; actives 1.4% (n = 640,000); AID 1259422; in the data active = inhibition above about 32%;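 also: 0% = median of test compound wells and 100% = reference inhibitor wells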
* marks the source's active call; other numbers are inactive results; & = joins results of further samples.

compound	FBW7 act	MITF inh	TEAD-YAP inh	GPR151 activ
COc1ccc(-c2noc(CN3CCN(c4ccccc4F)CC3)n2)cc1	-0.2	-5	-1	-0.5
COC(=O)c1ccccc1Oc1ncccc1[N+](=O)[O-]	0.6	10	-13	-0.6
O=c1/c(=C/c2ccc(C(F)(F)F)cc2)sc2nc3ccccc3n12	1.2	6	8	-1.2
COc1cccc(CC2(CO)CCN(C(=O)C3=CCCC3)CC2)c1	-0.1	-1	4	-0.4
O=C(NCCc1ccc(O)cc1)c1ccc2nc(Nc3ccccc3)sc2c1	0.2	22	-15	2.3
CN=C1S/C(=C\c2ccc(N3Cc4ccccc4C3)cc2)C(=O)N1C	-0.6	6	3	0.7
CCn1cnc2sc(C(=O)NCCN(C)C)c(C)c2c1=O	0.2	9	11	-1.5
O=C(C1CCC(CNS(=O)(=O)c2ccc(F)cc2)CC1)N1CCCCC1 (stereo not given)	0.2	-21	-8	-0.6
Cc1[nH]n(-c2ccc([N+](=O)[O-])cc2)c(=O)c1C=NCc1ccncc1	0.3&-0.2	18&-9	8&-2	-7.5&-7.3
CCCC(=O)NC(c1ccc(Cl)cc1)c1ccc2cccnc2c1O (stereo not given)	-1.4	25	88*	-0.7
Cc1cc(N2C(=O)C3CC=CCC3C2=O)ccc1NC(=O)c1cccs1 (stereo not given)	0.1	0	-8	-0.3
c1ccc2c(c1)CCN(c1nc(NCc3nc4ccccc4[nH]3)c3ncn(-c4ccsc4)c3n1)C2	-0.1	3	8	-1.4
CCS(=O)(=O)Nc1cc(OC)c(Cl)cc1OC	0.0	-3	0	-0.4
COc1cc(/C=N/NC(=O)CNC(=O)c2ccc(OC)c(OC)c2)ccc1O	-0.1	-1	9	-0.2
CCOC(CCn1c(SCC(=O)Nc2ccc(CC)cc2)nc2ccccc2c1=O)OCC	0.7	-6	-3	-0.4
Cc1ccc2nc(NC(C)(C)CO)nc(-c3ccccc3)c2c1	1.4	14	11	-0.2
Cc1cc(C)c(NC(=O)C2CCN(c3nn4c(=O)cc(C)nc4s3)CC2)c(C)c1	0.1	13	1	0.5
Cc1cccc(NCc2c(CO)cnc(C)c2O)c1	1.5	9	8	-0.3
CCOC(=O)c1ccc(N(Cc2ccc(C)cc2)S(C)(=O)=O)cc1	0.0	10	4	1.7
CCOC(=O)C1=C(C)NC2=C(C(=O)CC(c3ccc(OC)cc3)C2)C1c1cccc([N+](=O)[O-])c1 (stereo not given)	0.0	-3	8	-0.5
CCn1c(=NC(=O)c2ccc(S(=O)(=O)N(C)C)cc2)sc2cccc(OC)c21	0.0	18	7	0.6
COC(=O)c1sccc1NC(=O)Nc1ccccc1C(F)(F)F	0.1	17	1	0.7
COc1ccc(C2C(C(=O)Nc3cccc(C(F)(F)F)c3)c3ccccc3C(=O)N2c2ccc(OC)cc2)cc1 (stereo not given)	0.3	9	11	0.1
Cc1ccc2oc(=O)c3cnn(CC(=O)NC4CC4)c3c2c1	0.1	11	0	-1.2
COc1ccc(-c2ccc(/C=C(\C#N)C(=O)N3CCCCC3)o2)cc1	0.5	13	-22	-0.6

Record cards, as listed above. Order of values: FBW7 act | MITF inh | TEAD-YAP inh | GPR151 activ
COC(=O)c1ccccc1Oc1ncccc1[N+](=O)[O-] reads 0.6 | 10 | -13 | -0.6
COc1cc(/C=N/NC(=O)CNC(=O)c2ccc(OC)c(OC)c2)ccc1O reads -0.1 | -1 | 9 | -0.2
COC(=O)c1sccc1NC(=O)Nc1ccccc1C(F)(F)F reads 0.1 | 17 | 1 | 0.7
CCn1c(=NC(=O)c2ccc(S(=O)(=O)N(C)C)cc2)sc2cccc(OC)c21 reads 0.0 | 18 | 7 | 0.6
O=C(NCCc1ccc(O)cc1)c1ccc2nc(Nc3ccccc3)sc2c1 reads 0.2 | 22 | -15 | 2.3

The results go on.
compound	FBW7 act	MITF inh	TEAD-YAP inh	GPR151 activ
O=c1[nH]c2cc3c(cc2cc1C(c1nnnn1CC1CCCO1)N1CCCCC1)OCO3 (stereo not given)	0.1	-18	0	-1.5
Cc1ccc(S(=O)(=O)NC(CC(=O)O)c2ccc(F)cc2)cc1 (stereo not given)	0.0	-7	7	-1.5
Cc1cnc(CNC(=O)c2ccc(OC3CCN(C(=O)C4CC4)CC3)cc2)[nH]1	0.1	7	-4	-0.6
CCC1=NN(C(=O)c2ccc(C(C)(C)C)cc2)C(O)(C(F)(F)F)C1 (stereo not given)	0.0	-5	-2	1.2
CCOC(=O)c1c(NC(=O)c2ccc(Br)o2)sc2c1CCC(C)C2 (stereo not given)	-0.1	9	7	-0.7
CCN(Cc1ccncc1)Cc1ccc2c(c1)CN(C(=O)C1CC1)CCO2	-0.1	11	-5	0.6
CCOc1ccc(-n2cc(C(=O)NCCN(CC)CC)c3cc(OC)c(OC)cc3c2=O)cc1	-0.1	-13	9	-0.6
O=C(CSc1n[nH]c(=O)n1Cc1ccccc1)Nc1ccc(F)c(F)c1F	0.1	-9	6	1.5
COc1cccc(CC2=NOC(C(=O)N(C)Cc3ccc(-n4cccn4)cc3)C2)c1 (stereo not given)	0.1	-2	-44	1.7
Cc1cnc2nc3c(cc2c1)CN(S(=O)(=O)c1cccs1)CC3	-0.1	1	1	0.7
Cc1ccc(NC(=O)c2cc([N+](=O)[O-])ccc2NCc2ccco2)cc1	-0.1	6	-38	-1.8
COC(=O)[C@H](Cc1ccccc1)NC(=O)c1cc(Cc2ccccc2)no1	0.0	-12	-45	-1.1
CCn1cc(C(=O)Nc2cc(C)ccc2OC)c(=O)c2ccc(C)nc21	0.0	-6	8	1.4
CCCCOC(=O)C(CCCCN1C(=O)c2ccccc2C1=O)N1C(=O)c2ccccc2C1=O (stereo not given)	0.1	9	-6	0.3
O=C([C@H](O)c1cccc(Cl)c1)N1CCC(Nc2ccc3[nH]ncc3c2)CC1	-0.4	9	5	-0.3
CC1CCCN(C(=O)C2CCN(Cc3ccccc3Cl)CC2)C1 (stereo not given)	0.1	27	-3	0.1
COc1ccc(S(=O)(=O)N2CCC(C(=O)Nc3ccc(C(F)(F)F)cc3)CC2)cc1	0.0	-5	-11	0.2
COCCNC(=O)c1c(NC(=O)COc2ccccc2F)sc2c1CCCC2	-0.1	5	4	3.3
Cc1cc(-c2ccc[nH]2)nc2ccccc12	0.1	-5	-6	0.8
CC1=C(C(=O)N(C)C)C(c2ccccc2C(F)(F)F)NC(=O)N1 (stereo not given)	0.1	-6	5	0.8
COc1ccc2[nH]c3nc(SC(C)C)nnc3c2c1	0.0	13	-52	-0.8
NC(=O)NC(CC(=O)Nc1ccc2ccccc2c1)c1ccc(Cl)cc1 (stereo not given)	0.2	-5	-14	-1.0
Cc1sc(NC(=O)C2C3C=CC(C3)C2C(=O)O)c(C(=O)OC(C)C)c1C (stereo not given)	0.1	11	10	0.4
C=CCn1c(=O)c2c(nc3n(-c4ccc(F)cc4)c(C)cn23)n(C)c1=O	0.0	15	2	-1.5
COC(=O)CSc1sc(C(=O)OC)c(N)c1NC(=O)c1ccc(C)cc1	-0.1	0	-1	2.1

Structural class, the compounds so far containing an aryl thioether with sulfur outside any ring
compound	FBW7 act	MITF inh	TEAD-YAP inh	GPR151 activ
CCOC(CCn1c(SCC(=O)Nc2ccc(CC)cc2)nc2ccccc2c1=O)OCC	0.7	-6	-3	-0.4
O=C(CSc1n[nH]c(=O)n1Cc1ccccc1)Nc1ccc(F)c(F)c1F	0.1	-9	6	1.5
COc1ccc2[nH]c3nc(SC(C)C)nnc3c2c1	0.0	13	-52	-0.8
COC(=O)CSc1sc(C(=O)OC)c(N)c1NC(=O)c1ccc(C)cc1	-0.1	0	-1	2.1

Additional compounds:
compound	FBW7 act	MITF inh	TEAD-YAP inh	GPR151 activ
Cc1cccnc1C(c1ccc(F)cc1)N(C)C(=O)C1CCN(C(=O)c2ccco2)CC1 (stereo not given)	-0.3	11	-1	-0.5
O=C1CN(C(=O)CSc2nc3sc4c(c3c(=O)[nH]2)CCCC4)c2ccccc2N1	0.4	12	1	-0.1
O=C(NCc1ccc(F)cc1)c1csc(Nc2ccccc2)n1	-0.1	3	-6	0.3
CCc1cc(NCCN2CCOCC2)n2nc3nc(C)cc(C)c3c2n1	-0.1	-4	-6	0.0
CCCn1c(=S)[nH]c2cc(C(=O)NC(C)CC)ccc2c1=O (stereo not given)	0.1	3	9	0.8
COc1cccc2c1OC1(CCCCC1)N1N=C(c3ccc(C)o3)CC21 (stereo not given)	-0.1	-3	28	-1.5
CC(NC(=O)c1ccco1)c1nnc2n1CCN(Cc1c(F)cccc1Cl)CC2 (stereo not given)	0.0	10	10	0.7
COCC(O)CN(CCO)CC(O)Cn1ccc2ccccc21 (stereo not given)	-0.2	7	4	-1.2
CC(C)n1cnc2c(NCc3nc4ccccc4[nH]3)nc(Nc3ccncn3)nc21	-0.1	-8	86*	3.4
COc1cc2[nH]c(=O)n(CCC(=O)NCc3cccnc3)c(=O)c2cc1OC	0.2	6	2	-0.4
CC(C)OCCCNC(=O)C1CC(=O)N(C2CCCCCCC2)C1 (stereo not given)	0.5	-6	-7	1.1
COCCCNC(=O)Nc1nnc(N2CCCC2)s1	-0.1	1	-12	-0.9
O=C(NCc1ccco1)c1cc(-c2ccc(F)cc2)on1	-0.2	-8	-65	0.6
O=C(Nc1cccc(-c2cn3c(n2)SCC3)c1)C1CCCC1	-0.4	8	-24	-1.7
CCc1ccccc1N(CC(=O)Nc1cccc([N+](=O)[O-])c1)S(C)(=O)=O	0.3	19	4	0.5
Cc1cc2c(cc1S(=O)(=O)NCc1ccccn1)OCC(=O)N2	-0.3	4	-9	-0.7
O=C(COc1ccc(F)cc1)NCc1cc(-c2ccccc2)on1	-0.2	-3	12	1.1
CC1CCCN(c2cc(NCCN(C)CCO)c3c4c(onc24)-c2ccccc2C3=O)C1 (stereo not given)	-0.6	61*	39*	-1.6
COc1ccccc1S(=O)(=O)NC(C)c1ccc2ccccc2c1 (stereo not given)	0.0	4	8	2.0
CCC(=O)N1N=C(c2cccs2)CC1c1ccc(OC)cc1 (stereo not given)	-0.2	7	-12	-0.9
CN(C(=O)c1cccs1)c1nc(-c2ccc(F)cc2)cs1	0.1	1	-78	0.4
O=C(NC(C(=O)c1ccccc1)N1CCOCC1)c1cccs1 (stereo not given)	0.1	9	-8	-0.7
C=CCOn1c(=O)c(=O)n(OC)c2ccccc21	0.0	7	8	0.1
CN(C)c1ccc(C(=O)ON2C(C)(C)CC(=O)CC2(C)C)cc1	-0.1	13	16	0.6
COc1cccc(C2Nc3ccccc3NC3=C2C(=O)CC(c2ccccc2Cl)C3)c1OC (stereo not given)	-0.1	-8	2	0.6

Remaining list, next part:
compound	FBW7 act	MITF inh	TEAD-YAP inh	GPR151 activ
Cn1c(SCC(=O)Nc2ccccc2)nc2sc3c(c2c1=O)CCC3	0.1	0	-4	-0.8
O=S(=O)(c1ccc(NC(=S)Nc2ccc3c(c2)OCO3)cc1)N1CCOCC1	-0.1	9	-20	-1.0
CCOC(=O)N1CCC(=Nn2c(CC)n[nH]c2=S)CC1	0.2	9	3	-1.0
CC1=NN(c2ccc(S(N)(=O)=O)cc2)C(=O)/C1=C\c1ccc(Cl)cc1	-0.3	10	1	-0.2
Cc1c(C(=O)N2CCCCC2)sc(NC(=O)Cc2ccccc2)c1C#N	0.8	22	-27	0.5
CC1CCCCN1S(=O)(=O)c1cn(C)c(=O)n(C)c1=O (stereo not given)	-0.2	3	2	-0.3
O=C(Cc1cccc2ccccc12)N1CCN(c2ncccn2)CC1	0.1	3	-4	0.6
CCOC(=O)c1ccc(NC(=O)CSc2nc3ccsc3c(=O)n2Cc2ccccc2Cl)cc1	0.2	20	13	-0.5
COc1ccc(NC2c3ccccc3-c3ccccc32)cc1S(=O)(=O)N1CCOCC1	-0.1	3	12	1.3
CCOC(=O)C1=C(C)N=c2s/c(=C\c3cc(C)n(-c4ccc(Cl)cc4)c3C)c(=O)n2C1c1ccccc1 (stereo not given)	-0.1	-6	8	0.4
O=C(CSc1cn(CCNC(=O)c2cccc(C(F)(F)F)c2)c2ccccc12)Nc1ccc(Br)cc1	-0.2	1	-6	-1.0
CCc1nc(CNC(=O)c2cc(OC)c(OC)c(OC)c2)no1	-0.1	-8	-9	-0.4
COc1cc2nc(/C=C/c3ccccc3F)n(-c3cccc(Cl)c3)c(=O)c2cc1OC	0.0	-10	-12	-0.5
COc1cccc(NC(=O)Cn2c(Cc3ccccc3)nc3sc4c(c3c2=O)CCCC4)c1	0.0	8	-1	-0.2
C=CCn1c(/C=C(/OC(=O)c2ccc(Br)cc2)c2ccc(Br)cc2)nc2ccccc21	0.1	-2	-16	0.2
COc1ccc(C(=O)O)cc1S(=O)(=O)NCCCN1CCCC1=O	0.6	7	6	0.3
CCOC(=O)CSc1nnc(CNC(=O)c2ccc(OC)cc2)n1-c1cccc(C)c1C	0.0	-10	1	2.0
CCSCCOC(=O)C1=C(C)NC(=O)NC1c1cccc(Cl)c1 (stereo not given)	0.0	4	-1	-0.9
CCC(=O)Nc1nnc(SCc2cc(=O)c(OC(=O)c3cc(C)cc(C)c3)co2)s1	-0.1	3	7	0.7
CC(c1nccs1)N(C)C1CCC(=O)N(Cc2ccc(F)cc2F)CC1 (stereo not given)	0.0	-18	3	-0.7
